FUS suppressor = suppressors of FUS proteinopathy in yeast; S. cerevisiae FUS-expressing, growth rescue, OD600, 24 h; Potency, µM (highest dose often 76.6 µM), without a hit: at the highest dose growth rescue (activation), actives largely listed as activators; actives 0.24% (n = 390,000); AID 1347120;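 note: potency is the fitted concentration of half-maximal effect; plate controls were DMSO vehicle for no effect and reference control for full effect; nearly all actives have a fitted effect of over 55% in size; some results filed as inactive show a strong effect at the top dose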
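Yeast FUS proteinopathy model; galactose-induced FUS (2%), starting OD 0.005. Cpds in dilution series, 24hr, 30C, 99% humidity. Abs 600 nm growth. Pos ctrl CP55940 (top 92uM final); neg ctrl DMSO.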
Mm-Cpn inhibitor = M. maripaludis TRiC chaperonin inhibition; Potency, µM (titrated, usually from 76.9 µM), inactives show top-dose activity, negative = inhibition, most hits filed as inhibitors; purified Mm-Cpn ATPase, ADP Transcreener TR-FRET; actives 0.031% (n = 330,000); note: potency is the fitted concentration of half-maximal effect; % is set by controls: 0 for no effect and ±100 for the full control effect; nearly all actives have a fitted effect of over 80% in size
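Reaction buffer contained 30 mM Tris pH 7.4, 100 mM KCl, 5 mM MgCl2 and 1 mM DTT. Mm-CPN (25 nM final) hydrolysed 10 uM ATP over 30 min at 37°C; ADP was read by HTRF.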
PTHR1 ag = agonists of human PTHR1 parathyroid hormone receptor. HEK293 GP2 PTHR1 cells, GloSensor cAMP luminescence, 1 h. Potency, µM (titrated, usually from 115 µM), for the others: at the top dose activation, actives largely listed as activators. actives 0.075% (n = 410,000); note: potency is the fitted concentration of half-maximal effect; nearly all actives have a fitted effect of over 55% in size; some results filed as inactive show a strong effect at the top dose; inactives centre near -15; many of its hits are not listed in these tables
Target sequence (Q03431 whole entry, looked up): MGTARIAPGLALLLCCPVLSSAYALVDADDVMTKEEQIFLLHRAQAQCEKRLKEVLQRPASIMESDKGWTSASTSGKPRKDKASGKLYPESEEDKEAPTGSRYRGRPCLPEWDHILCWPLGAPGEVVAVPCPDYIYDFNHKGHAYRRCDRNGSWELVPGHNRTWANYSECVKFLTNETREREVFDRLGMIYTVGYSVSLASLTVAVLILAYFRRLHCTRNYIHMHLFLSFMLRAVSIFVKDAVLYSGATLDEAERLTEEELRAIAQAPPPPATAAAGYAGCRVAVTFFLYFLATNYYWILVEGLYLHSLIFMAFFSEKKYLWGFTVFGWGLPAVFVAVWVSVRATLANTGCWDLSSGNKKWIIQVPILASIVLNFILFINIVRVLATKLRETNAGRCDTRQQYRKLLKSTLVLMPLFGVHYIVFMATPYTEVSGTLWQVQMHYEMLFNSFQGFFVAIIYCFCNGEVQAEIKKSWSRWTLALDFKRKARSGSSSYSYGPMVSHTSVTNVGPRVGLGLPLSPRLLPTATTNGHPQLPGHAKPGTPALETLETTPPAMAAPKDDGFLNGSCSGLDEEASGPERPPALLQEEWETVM
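HEK-293-derived GP2 cells expressing PTHR1 and a GloSensor cAMP reporter, 3,000/well, plated overnight, given luciferin plus IBMX (each 0.5 mM as added) for 1 h at 37 °C, then compound for 1 h at 37 °C. Luminescence was read after 15 min at room temperature.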
aSyn rescue = inhibitors of alpha-synuclein toxicity in yeast | Yeast expressing alpha-synuclein, growth rescue, BacTiter-Glo, 24 h | Potency, µM (doses to about 46.1 µM), inactives show at the top dose growth rescue (activation), usual class: activators | actives 0.14% (n = 370,000) | AID 652106; note: potency is the fitted concentration of half-maximal effect; % of control where 0% means no effect; nearly all actives have a fitted effect of over 65% in size
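Screening used galactose-induced yeast with toxic alpha-synuclein levels, exposed to compound for 24 hr at 30 deg C. Cell growth, read with BacTiter-Glo luminescence, gave the measured signal.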
TDP-43 yeast inh = TDP-43 toxicity inhibition in yeast. Potency, µM (titrated, usually from 46.1 µM), for inactives: at the top dose growth rescue (activation), usual class: activators. AID 652104. TDP-43 expressing yeast growth rescue, BacTiter-Glo, 24 h. actives 1.8% (n = 410,000); note: potency is the fitted concentration of half-maximal effect; % of control where 0% means no effect; nearly all actives have a fitted effect of over 50% in size
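Yeast cells expressing TDP-43 under galactose induction are exposed to compounds for 24 hr at 30 deg C. BacTiter-Glo luminescence measures growth, so protective compounds score as activators.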
pAkt inh = inhibitors of Akt phosphorylation | Neuro2A IGF-stimulated pAkt S473 HTRF, 20 min; active compounds read low | activity change, % for hits at 50 µM | actives 0.32% (n = 360,000); in the data active = activity change below about -80%; inconclusive = mostly about -51% to -80%; note: % is set by controls: 0 for no effect and ±100 for the full control effect
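Neuro2A cells (4,500/well, DMEM with 0.5% FBS) were treated with compound at a single 50 µM final concentration, stimulated with 6 nM IGF for 20 min at 37 °C, and lysed. Phospho-Akt Ser473 was read by HTRF as 665/615 ratio ×10^4.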
Abeta rescue = A-beta toxicity reversal in yeast | yeast expressing A-beta42, growth rescue, OD600, 48 h; response scale: 0% DMSO, 100% iron-clioquinol control | actives 0.063% (n = 410,000) | Potency, µM (doses to about 46.1 µM), for the others: top-dose growth rescue, most hits filed as activators | AID 1347071; note: potency is the fitted concentration of half-maximal effect; nearly all actives have a fitted effect of over 55% in size
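Yeast A-beta toxicity model in growth medium with pinned compounds, 48 h at 30 C; growth read as absorbance at 600 nm. Normalized to FeCl3/clioquinol equimolar mix (positive) and DMSO (negative).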
HEK293 tox = cytotoxicity in counter-screen for GLP-1R inverse agonists; HEK293 cAMP-luciferase reporter cells, luminescence, 24 h; Potency, µM (doses to about 38.3 µM), for the others: at the highest dose activity change, negative = inhibition, hits mostly inhibitors; actives 0.13% (n = 410,000);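 note: loss of luciferase light is scored as toxicity; potency is the fitted concentration of half-maximal effect; % is set by controls: 0 for no effect and ±100 for the full control effect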
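Here, cytotoxicity is scored as loss of luminescence. The MLSMR collection was tested on cells seeded in medium containing 10% Nu serum, with a 24 hr compound exposure preceded by 12 hours of culture.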
GLP-1R inv ag = acts as inverse agonist at human GLP-1 receptor | HEK293 GLP-1R CRE-luciferase, luminescence, 24 h; GLP-1R form is constitutively active | Potency, µM (titrated, usually from 38.3 µM), without a hit: at the top dose activity change, negative = inhibition, usual class: inhibitors | actives 1.6% (n = 410,000) | AID 624417; note: potency is the fitted concentration of half-maximal effect; % is set by controls: 0 for no effect and ±100 for the full control effect; nearly all actives have a fitted effect of over 55% in size
Target sequence (P43220 whole entry, looked up): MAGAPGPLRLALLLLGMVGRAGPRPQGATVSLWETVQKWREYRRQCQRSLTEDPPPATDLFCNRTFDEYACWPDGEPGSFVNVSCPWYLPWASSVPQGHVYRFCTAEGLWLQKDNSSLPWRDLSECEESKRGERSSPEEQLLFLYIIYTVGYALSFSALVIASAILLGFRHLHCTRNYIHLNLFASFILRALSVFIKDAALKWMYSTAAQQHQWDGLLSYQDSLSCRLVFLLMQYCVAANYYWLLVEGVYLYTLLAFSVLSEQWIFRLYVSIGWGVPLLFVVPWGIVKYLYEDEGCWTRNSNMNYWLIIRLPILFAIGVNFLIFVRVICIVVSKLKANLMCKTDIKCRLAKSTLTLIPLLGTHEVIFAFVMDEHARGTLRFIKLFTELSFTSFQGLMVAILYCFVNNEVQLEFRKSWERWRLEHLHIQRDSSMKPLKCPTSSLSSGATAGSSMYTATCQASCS
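Stable HEK293 clone (constitutively active GLP-1R + cAMP-response luciferase); 200 cells/uL plated, 12 h pre-culture, compound 24 hr, 37 deg C/5% CO2; detection reagent 12 min RT; luminescence.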
* hit, by the source's call; i = inactive; ? = inconclusive; / = not tested or not shown; [ ] = remark or other dose. Unless noted, calls come from the whole dose curve; as a rule, active = well fitted curve in the direction sought with a large enough effect; inconclusive = small, poorly fitted or top-dose-only effect, or another doubt; inactive = no such curve, though single readings can be large; an effect the other way counts as inactive or inconclusive.

SMILES	FUS suppressor	Mm-Cpn inhibitor	PTHR1 ag	aSyn rescue	TDP-43 yeast inh	pAkt inh	Abeta rescue	HEK293 tox	GLP-1R inv ag
O=C(NCc1cccnc1)NC(=O)c1ccc(Cl)cc1	3%	?	-1%	2%	23%	i	11%	1%	11%
O=C(CCC(=O)NC1CCCCC1)NCc1ccc(F)cc1	9%	-5%	11%	3%	8%	i	-10%	4%	19%
CCOC(=O)Cc1csc(NC(=O)CSc2ccc(Br)cc2)n1	21%	1%	-24%	-12%	?	i	9%	-9%	?
COc1ccc(OC)c(S(=O)(=O)Nc2c(C)n(C)n(-c3ccccc3)c2=O)c1	5%	?	i	-4%	-14%	i	0%	-1%	1%
Cc1ccc(NC(=O)CN2CCN(S(=O)(=O)c3ccc4c(c3)OCCO4)CC2)c(C)c1	8%	/	i	-1%	10%	i	3%	2%	-6%
CC1(C)Cc2c(c(N3CCOCC3)nc3sc4c(NCc5ccccc5)nnnc4c23)CS1	29%	-16%	-5%[57.5 µM]	6%	-2%	i	-11%	-17%	8%
CCCN(CCC)CCNC(=O)CS(=O)Cc1nc(-c2ccc(C)cc2)oc1C (configuration not stated)	-7%	-3%	-5%	6%	17%	i	12%	2%	-5%
CC(CCc1ccco1)NC(=O)c1cccc2c1C(=O)N(C1CCCCC1)C2 (configuration not stated)	26%	-29%	i	13%	-7%	i	-22%	-7%	?
O=C(CCN1C(=O)c2ccncc2C1=O)Nc1cc(F)ccc1F	11%	1%	-22%	-1%	-4%	i	-2%	-10%	4%
CCCCNC(=O)C1CC(c2c(Cl)cccc2Cl)=NO1 (configuration not stated)	-7%	1%	-14%	7%	?	i	11%	5%	?
Cc1cc(SC(C)C(=O)O)nc2ccccc12 (configuration not stated)	-2%	-2%	i	4%	?	i	5%	3%	-5%
Cn1cc(C(=O)NCc2ccc(Cl)cc2)c(=O)c2cc(S(=O)(=O)N3CCCCCC3)ccc21	2%	/	-18%	/	2%	/	-12%	-9%	3%
COc1ccc(NC(=O)N(C)C[C@H]2OCCCC[C@H](C)Oc3ccc(NC(=O)Nc4ccc5c(c4)OCO5)cc3C(=O)N([C@@H](C)CO)C[C@@H]2C)cc1	?	/	-17%	9%	18%	i	3%	-17%	?
COc1ccc(CNC(=O)CN(C(=O)Cn2nnc(-c3ccccc3F)n2)c2ccc(C)cc2)cc1	11%	-8%	-10%	-4%	-12%	i	4%	-26%	-20%
O=C1OCC/C1=C\NCCCN/C=C1\CCOC1=O	8%	/	-21%	1%	10%	i	-17%	0%	4%
Cn1c(=O)[nH]c(=O)c2c1nc(CN1CCOCC1)n2Cc1ccccc1	17%	-1%	2%[57.5 µM]	-1%	-11%	i	13%	0%	8%
CCOc1ccccc1NC(=O)CN1CCCN(Cc2cccc(Cl)c2)S1(=O)=O	?	/	i	/	24%	/	13%	2%	?
O=C(Nc1cccc2ccccc12)c1ccc([N+](=O)[O-])cc1	9%	1%	-21%	9%	16%	i	-12%	-12%	-25%
Cn1c(SCC(=O)N2CCCCCC2)nnc1-c1ccco1	13%	1%	i	0%	-21%	i	-17%	-7%	0%
O=C(Cn1c(NCCCO)nc2ccccc21)c1ccc(Cl)cc1	-21%	-4%	-4%	-3%	-1%	i	-10%	3%	-17%
COc1ccc(CCNCC(C)c2ccccc2)cc1 (configuration not stated)	-7%	1%	i	-1%	7%	i	-12%	11%	?
COc1ccc(N2C(=O)C3CCCN3C2c2ccccc2Cl)cc1 (configuration not stated)	-15%	0%	i	0%	3%	i	-1%	0%	1%
CCN(CCCNC(=O)c1cc2cc3cc(C)ccc3nc2s1)c1cccc(C)c1	32µM*	/	-6%	/	0%	/	5%	-16%	?
Cc1cccc(CCn2c(=O)c3ccccc3n(Cc3ccccc3C)c2=O)c1	5%	/	-23%	/	16%	/	-5%	7%	3%
Cc1cccc(NC(=O)CN(C)C(=O)/C=C/c2ccccc2)c1C	15%	-4%	-6%	4%	10%	i	23%	9%	8%
CC(NC(=S)NCc1ccccc1)C12CC3CC(CC(C3)C1)C2 (configuration not stated)	-6%	0%	-14%	0%	-7%	i	12%	4%	5%
COc1ccc(S(=O)(=O)N2CCC(C(=O)Nc3ccccc3)CC2)cc1OC	-8%	/	i	/	6%	/	-16%	-14%	-8%
CCCc1nc2ccccc2c(NC(=O)CN(CC)CC)c1CC	-27%	-3%	-15%	-2%	-12%	i	-5%	-10%	-15%
CN(C)S(=O)(=O)c1ccc(Cl)c(NC(=O)CN2C(=O)NC(C)(C3CC3)C2=O)c1 (configuration not stated)	6%	-1%	-21%	-8%	8%	i	-7%	3%	7%
O=C(Nc1cccc(-n2cnnn2)c1)c1cc2ccccc2o1	45%	-10%	i	-3%	8%	i	-17%	3%	45%[activator]

Complete entries, quoted from the list:
`O=C(Cn1c(NCCCO)nc2ccccc21)c1ccc(Cl)cc1` as listed: FUS suppressor: -21%; Mm-Cpn inhibitor: -4%; PTHR1 ag: -4%; aSyn rescue: -3%; TDP-43 yeast inh: -1%; pAkt inh: i; Abeta rescue: -10%; HEK293 tox: 3%; GLP-1R inv ag: -17%
`CCOc1ccccc1NC(=O)CN1CCCN(Cc2cccc(Cl)c2)S1(=O)=O` as listed: FUS suppressor: ?; Mm-Cpn inhibitor: /; PTHR1 ag: i; aSyn rescue: /; TDP-43 yeast inh: 24%; pAkt inh: /; Abeta rescue: 13%; HEK293 tox: 2%; GLP-1R inv ag: ?

(list continues)
SMILES	FUS suppressor	Mm-Cpn inhibitor	PTHR1 ag	aSyn rescue	TDP-43 yeast inh	pAkt inh	Abeta rescue	HEK293 tox	GLP-1R inv ag
O=C(/C=C/c1c(Cl)cccc1Cl)NCc1ccco1	-12%	0%	i	3%	11%	i	27%	-1%	14%
COc1ccc(C(=O)COC(=O)c2cc(=O)[nH]c3ccccc23)c(OC)c1	-5%	-3%	-29%	0%	21%	i	16%	5%	18%
O=C(C[C@H]1CC[C@@H](NC(=O)Nc2ccc3c(c2)OCO3)[C@@H](CO)O1)NCc1ccccc1	-5%	/	i	?	13%	i	1%	-2%	26%
Cc1ccc(NC(=O)CN2C(=O)N/C(=C/c3ccc4c(c3)OCCO4)C2=O)cc1	1%	-1%	-15%	-16%	-9%	i	-3%	2%	1%
CC1OC1c1ccc(-c2ccc(C3OC3C)cc2)cc1 (configuration not stated)	24%	/	-1%	-9%	-2%	i	-7%	2%	8%
Cc1ccc(N=C2C(=O)Nc3ccccc32)c(C)c1	8%	-2%	4%	2%	-19%	i	-3%	5%	28%
Cc1cc(C)cc(NC(=O)Cn2c(=O)n(-c3ccc(C)c(C)c3)c(=O)c3oc4ccccc4c32)c1	3%	/	i	/	7%	/	-14%	2%	-3%
CC(=O)CN1Cc2ccccc2/C1=N\C(=O)Nc1ccccc1	-1%	1%	i	1%	13%	i	-15%	2%	4%
COc1ccc(-c2cc([C@H]3[C@@H]4C=CCC[C@@]4(C)C(=O)N3Cc3ccccc3)ccc2F)cc1	?	1%	-46%[inhibitor]	4%	?	i	3%	4%	10µM*
CC(C)(C)Cc1c(-c2ccc(Cl)cc2)nc2ccc(Br)cn12	-25%	/	-88%[inhibitor]	0%	35µM*	i	10%	?	10µM*
CCOC(=O)N1CCC(=NNc2ccnc3cc(Cl)ccc23)CC1	9%	0%	-3%	11%	26%	i	-23%	2%	-12%
Cc1cc(C)n2nc(-c3cccc(Br)c3)cc2n1	27%	1%	-29%	5%	11µM*	i	-2%	-10%	14%
COC(=O)C1CCN(C(=O)COc2ccc(S(=O)(=O)N3CCOCC3)cc2Cl)CC1	9%	1%	-6%	-7%	0%	i	3%	-3%	5%
O=C(Nc1sc2c(c1C(=O)O)CCCC2)c1ccc(F)cc1	-11%	-1%	-25%	0%	-1%	i	-6%	-15%	?
CN(CC(=O)Nc1cccc(F)c1)C(=O)c1ccc(S(=O)(=O)N2CCCC2)cc1	/	1%	-24%	5%	1%	i	0%	5%	-5%
COc1ccc(CCNC(=O)Cn2cccc2C(=O)c2ccccc2)cc1OC	12%	2%	i	-1%	-3%	i	6%	1%	38%

Among those listed so far, these contain four or more nitrogen atoms:
SMILES	FUS suppressor	Mm-Cpn inhibitor	PTHR1 ag	aSyn rescue	TDP-43 yeast inh	pAkt inh	Abeta rescue	HEK293 tox	GLP-1R inv ag
CC1(C)Cc2c(c(N3CCOCC3)nc3sc4c(NCc5ccccc5)nnnc4c23)CS1	29%	-16%	-5%[57.5 µM]	6%	-2%	i	-11%	-17%	8%
COc1ccc(NC(=O)N(C)C[C@H]2OCCCC[C@H](C)Oc3ccc(NC(=O)Nc4ccc5c(c4)OCO5)cc3C(=O)N([C@@H](C)CO)C[C@@H]2C)cc1	?	/	-17%	9%	18%	i	3%	-17%	?
COc1ccc(CNC(=O)CN(C(=O)Cn2nnc(-c3ccccc3F)n2)c2ccc(C)cc2)cc1	11%	-8%	-10%	-4%	-12%	i	4%	-26%	-20%
Cn1c(=O)[nH]c(=O)c2c1nc(CN1CCOCC1)n2Cc1ccccc1	17%	-1%	2%[57.5 µM]	-1%	-11%	i	13%	0%	8%
Cn1c(SCC(=O)N2CCCCCC2)nnc1-c1ccco1	13%	1%	i	0%	-21%	i	-17%	-7%	0%
CN(C)S(=O)(=O)c1ccc(Cl)c(NC(=O)CN2C(=O)NC(C)(C3CC3)C2=O)c1 (configuration not stated)	6%	-1%	-21%	-8%	8%	i	-7%	3%	7%
O=C(Nc1cccc(-n2cnnn2)c1)c1cc2ccccc2o1	45%	-10%	i	-3%	8%	i	-17%	3%	45%[activator]
CCOC(=O)N1CCC(=NNc2ccnc3cc(Cl)ccc23)CC1	9%	0%	-3%	11%	26%	i	-23%	2%	-12%

A portion of the library; rates above refer to the full screens.
